Source: PubChem BioAssay
AddAB inh: less growth of phage-infected E. coli with AddAB; E. coli expressing H. pylori AddAB, absorbance growth; inhibition, % at 11.9 µM; 330,000 tested, 0.29% active; AID 435030; in the data active = inhibition above about 12%;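 also: 0% = vehicle wells of infected cells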
Tat transport: blocks Tat-dependent protein export in E. coli. 340,000 tested, 0.036% active. E. coli MC4100 TorA-mCherry Tat export, fluorescence. inhibition, % at 10 µM. AID 488895;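 active = mean replicate inhibition at least 50% and at least half of replicates individually reaching 50%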;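 also: exported cargo escapes ClpAP degradation while cytoplasmic cargo is degraded and loses fluorescence; 0% = median of neutral control wells and 100% = median of NaSCN control wells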
phage Ecoli inh: E. coli growth loss with phage present; growth absorbance; inhibition, % at 11.9 µM; 360,000 tested, 0.26% active; AID 651602; in the data active = inhibition above about 11%
PvdQ inh: P. aeruginosa PvdQ acylase inhibition; inhibition, % at 10 µM; purified PvdQ acylase, fluorescence plate reader; AID 488965; 340,000 tested, 0.063% active; in the data active = inhibition above about 30%, passing the limit was not always enough;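 also: 0% = vehicle neutral wells and 100% = reference inhibitor wells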
DAGLB inh: diacylglycerol lipase beta (human) inhibition; HEK293T DAGLB membrane lysate, EnzChek fluorogenic substrate; 340,000 tested, 0.059% active; inhibition, % at 5.17 µM; in the data active = inhibition above about 34%;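 also: 0% = enzyme with vehicle and 100% = wells lacking enzyme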
Target sequence (Q8NCG7 whole entry, looked up): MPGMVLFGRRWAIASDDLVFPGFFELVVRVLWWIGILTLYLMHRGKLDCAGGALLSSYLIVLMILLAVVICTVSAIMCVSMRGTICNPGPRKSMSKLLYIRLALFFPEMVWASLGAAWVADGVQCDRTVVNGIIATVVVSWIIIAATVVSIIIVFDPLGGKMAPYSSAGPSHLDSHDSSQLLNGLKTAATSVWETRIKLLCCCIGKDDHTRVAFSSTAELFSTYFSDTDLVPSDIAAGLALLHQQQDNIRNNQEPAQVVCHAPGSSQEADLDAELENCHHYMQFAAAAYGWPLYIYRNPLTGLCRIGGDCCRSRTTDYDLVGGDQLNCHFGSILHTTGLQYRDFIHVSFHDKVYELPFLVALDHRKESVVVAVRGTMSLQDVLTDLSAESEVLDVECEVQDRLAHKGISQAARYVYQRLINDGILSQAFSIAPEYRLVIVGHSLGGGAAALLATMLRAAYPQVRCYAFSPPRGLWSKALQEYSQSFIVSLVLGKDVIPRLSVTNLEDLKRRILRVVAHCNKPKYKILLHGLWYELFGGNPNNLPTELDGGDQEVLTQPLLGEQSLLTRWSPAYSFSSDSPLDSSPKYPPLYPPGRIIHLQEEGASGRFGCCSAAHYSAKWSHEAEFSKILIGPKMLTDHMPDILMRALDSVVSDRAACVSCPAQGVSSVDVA
PfHsp90 yeast 2: inhibits growth of yeast expressing Plasmodium falciparum Hsp90 | S. cerevisiae expressing PfHsp90, BacTiter-Glo ATP, 48 h; yeast lacking PDR1 and PDR3 efflux regulators | inhibition, % at 9.4 µM | 310,000 tested, 0.32% active | AID 504621;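 active = every replicate shows inhibition above about 80%, whatever the replicate mean, limit read from the data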;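 also: 0% = DMSO neutral controls and 100% = 20 µM radicicol positive controls; yeast relying on Plasmodium falciparum Hsp90 in place of its own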
Ecoli viability: bacterial growth inhibition, counter-screen for AddAB inhibitors; AID 449728; E. coli V3065 growth, OD600 absorbance, 18 h; 330,000 tested, 0.27% active; inhibition, % at 11.9 µM;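 active = inhibition above the campaign's mean inhibition across all tested compounds plus 3 SD, cut at about 9.9% in these data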;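 also: uninfected addAB+ strain grown without phage in ampicillin broth; 0% = DMSO wells and 100% = ciprofloxacin 0.95 µg/ml wells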
CAL PDZ inh: blocks peptide binding to human CAL PDZ domain | 330,000 tested, 0.02% active | inhibition, % at 20 µM | purified CAL PDZ, TMR-peptide fluorescence polarization, 1 h;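 active = highest replicate inhibition of at least 40%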;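 also: plate controls were DMSO neutral control wells for no effect and unlabeled competitor peptide control wells for full effect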
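Control set: unlabelled peptide and DMSO controls / Material: purified CerCALP PDZ construct / Timing: 1 h incubation at room temperature before polarization reading / Doses: 20 µM, one dose / Detection: fluorescence polarization (mP)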
Wnt act: Wnt/beta-catenin pathway activation | Wnt/beta-catenin reporter cell assay, activator, plate reader | activation, % at 9.35 µM | 300,000 tested, 1.2% active | AID 743398; in the data active = activation above about 30%, passing the limit was not always enough;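 also: 0% = neutral control wells and 100% = positive control wells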
Rtt109 Vps75: C. albicans Rtt109 histone acetyltransferase inhibition | inhibition, % at 34.9 µM | purified Rtt109/Vps75, ThioGlo CoA-SH fluorescence, 4 h | 330,000 tested, 0.16% active | Q5AAJ8;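 active = inhibition of at least 50% in every replicate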
Target sequence (Q5AAJ8 whole entry, looked up): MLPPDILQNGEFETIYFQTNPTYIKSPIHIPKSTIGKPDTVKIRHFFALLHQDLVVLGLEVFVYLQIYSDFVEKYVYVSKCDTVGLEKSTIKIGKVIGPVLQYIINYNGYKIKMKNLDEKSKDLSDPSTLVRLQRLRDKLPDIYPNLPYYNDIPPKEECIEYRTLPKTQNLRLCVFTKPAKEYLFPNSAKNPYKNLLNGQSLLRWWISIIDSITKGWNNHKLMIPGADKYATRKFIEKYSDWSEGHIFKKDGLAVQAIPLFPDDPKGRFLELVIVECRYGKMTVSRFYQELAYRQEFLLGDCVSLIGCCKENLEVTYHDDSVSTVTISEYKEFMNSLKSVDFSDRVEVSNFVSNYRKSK
Numbers without * were called inactive; nt = not tested or not shown.

SMILES	AddAB inh	Tat transport	phage Ecoli inh	PvdQ inh	DAGLB inh	PfHsp90 yeast 2	Ecoli viability	CAL PDZ inh	Wnt act	Rtt109 Vps75
C/C(=N\NC(=O)Cn1ccc(C(F)(F)F)n1)c1ccc(N2CCOCC2)cc1	2.0	3	7.1	1	-5	0	0.2	-1.8	-2	-5
COc1ccc(-c2cc(N3CCCC3)n3ncnc3n2)cc1	17*	-8	14*	-7	0	-25	20*	-3.3	0	6
CC(C)Sc1oc(-c2ccco2)nc1S(=O)(=O)c1ccc(F)cc1	-0.5	0	-0.4	-3	0	-17	-2.4	-2.2	0	-8
CCCCC(=O)NC1(C(F)(F)F)C(=O)Nc2c1c(=O)[nH]c(=O)n2Cc1ccco1 (configuration not stated)	-1.4	-1	3.5	-10	-2	-16	1.1	-1.3	nt	-2
CSCC[C@H](NC(=O)c1cccs1)c1nnc2ccccn12	-0.3	4	1.5	-13	1	3	-0.3	-2.5	2	-2
CC(=O)c1cccc(OCC(=O)N(Cc2ccco2)c2c(N)n(Cc3ccccc3)c(=O)[nH]c2=O)c1	2.3	2	0.0	-19	1	-18	0.9	0.0	3	2
COc1ccc(/C(C)=N\O)cc1OC	0.9	0	2.1	-17	1	10	1.8	-0.2	0	-9
COc1ccc(C(CNC(=O)/C=C/c2c(Cl)nc3ccccn23)N(C)C)cc1 (configuration not stated)	-1.6	3	3.1	5	-1	-13	-0.5	-2.7	3	6
O=C(CC(C(=O)O)c1ccc(Cl)cc1)c1ccc(Br)cc1 (configuration not stated)	-1.4	0	0.9	-26	3	-27	2.0	-0.9	-1	5
Nc1nnc(Cc2c[nH]c3ccccc23)s1	1.8	2	0.1	-7	-1	-4	2.4	-0.3	-3	5
Cc1nc(N)sc1-c1csc(Nc2ccccn2)n1	nt	-8	-1.0	0	2	8	nt	-0.7	-1	-8
COCC(C)NC(=O)Cn1c(SCc2ccccc2)nc2ccccc21 (configuration not stated)	1.7	-3	2.7	-11	1	3	-0.8	-0.2	-4	4
CCN(CC)C1=N/C(=C\c2ccco2)C(=O)N1c1ccccc1	2.5	0	1.5	3	-2	6	1.3	0.7	-1	-11
COc1cccc(NC(=O)c2cccc(N3C(=O)C4CCC(C)CC4C3=O)c2)c1 (configuration not stated)	0.0	-4	1.8	-18	-3	20	-0.3	-2.1	-3	-4
c1ccc(-c2noc(-c3ccccc3-c3ccccc3)n2)cc1	-1.6	0	-1.3	-7	-14	19	-1.9	-1.9	-3	-7
O=C(CCNC(=O)c1ccc(Br)cc1)NCCCc1ccccc1	0.2	1	4.5	-15	0	nt	0.5	-3.6	-2	-6
Cc1nc2ccc(NC(=O)c3ccc(N4C(=O)CCC4=O)cc3)cc2s1	6.3	2	-0.3	-3	0	nt	-0.8	-4.9	-2	6
Cc1cccc(NC(=O)CSCC(=O)Nc2cc(S(=O)(=O)N3CCOCC3)ccc2OC(C)C)c1	1.2	4	-0.1	5	-1	nt	-0.7	-0.9	-2	-7
COC1=C/C(=C/c2c(N)n3c(nc2=O)sc2cc(S(C)(=O)=O)ccc23)C=CC1=O	1.8	-3	-0.8	7	8	-12	-0.5	-4.4	8	3
COc1cc(C(=O)NCCSc2ccccc2)cc(OC)c1OC	4.8	15	0.1	-10	-3	19	0.2	-1.5	0	-2
CC(C)CN(C(=O)COC(=O)c1cc2ccccc2cc1O)c1c(N)n(Cc2ccccc2)c(=O)[nH]c1=O	nt	-6	3.2	-9	9	-12	nt	-1.4	-5	-5
CSc1nc(C)cc(Oc2ccc(OCCOc3ccccc3)nn2)n1	1.7	0	2.2	-9	2	5	1.5	-1.0	nt	6
CN(C)C1CCN(C(=O)c2cccc(OC3CCN(S(=O)(=O)N(C)C)CC3)c2)C1 (configuration not stated)	nt	-6	1.6	-6	-1	13	nt	-0.3	0	-4
Cc1csc(NC(=O)CSc2ccc(-c3ccccn3)nn2)n1	9.3	7	5.2	0	0	29	6.1	-1.3	-7	-4
COc1ccc2c(c1)c(=O)c(C(=O)c1ccccc1)cn2Cc1ccc(C)cc1	1.4	0	0.7	-13	-3	-3	-0.3	-0.6	-9	-9

Next records:
SMILES	AddAB inh	Tat transport	phage Ecoli inh	PvdQ inh	DAGLB inh	PfHsp90 yeast 2	Ecoli viability	CAL PDZ inh	Wnt act	Rtt109 Vps75
COC(=O)c1ccc(OC)c(NS(=O)(=O)c2ccc(-n3cnnn3)cc2)c1	5.8	4	0.2	2	-6	-30	1.8	0.2	1	4
COc1ccc(CNCCC(c2ccc(F)cc2)c2ccc(OC)cc2)cc1 (configuration not stated)	5.8	-4	5.4	3	-4	0	3.9	-3.5	-15	13
Cc1cc(C)c2ccc3c(C)c(C)n(C)c3c2n1	-1.9	9	0.2	-11	-6	nt	1.2	-1.8	-1	-9
COc1cc(OC)cc(C(=O)N2CCC(C(=O)Nc3ccc4c(c3)OCCO4)CC2)c1	1.9	-4	1.3	-4	0	8	-1.0	-1.1	0	7
Cc1ccc(S(=O)(=O)NCCC(=O)N2CCN(S(=O)(=O)c3ccccc3)CC2)cc1C	3.1	5	4.8	-2	-5	nt	0.1	-2.7	-3	8
CCCCN(CC)CCNC(=O)Cn1cc2c(n1)-c1c(oc(C(=O)N3CCCC3)c1C)CC2	4.1	5	1.6	6	3	18	0.4	-2.7	1	3
CCOc1ccc(NC(=O)C2CCCN(S(=O)(=O)c3ccc4[nH]c(=O)ccc4c3)C2)cc1 (configuration not stated)	4.9	1	2.6	-13	2	-23	3.4	-2.4	-3	-2
COC(=O)c1cc(CNC(=O)C2CC(=O)N(c3ccc4c(c3)OCCO4)C2)ccc1OC (configuration not stated)	1.7	3	-0.3	-14	0	9	0.3	-2.7	-2	-3
O=C(CSc1ncnc2c1cnn2CCc1ccccc1)Nc1cccc(C(F)(F)F)c1	1.4	-11	2.3	-9	-10	23	2.1	-0.2	nt	-11
CC(=O)/C(=N\Nc1ccc(C)cc1)Sc1nncn1C	-0.6	-8	1.8	-9	-1	-1	-1.0	-0.4	0	-3
CC1CC(NC(=O)Cc2ccc(Br)cc2)CC(C)(C)C1 (configuration not stated)	1.3	2	3.2	2	-9	-23	0.6	-0.3	-2	2
COc1ccc(S(=O)(=O)N2CCC(C(=O)NC3CC(C)(C)NC(C)(C)C3)CC2)cc1	2.4	0	0.7	-17	0	28	0.7	-2.9	1	1
COc1ccc(C(=O)OCC(=O)c2ccc[nH]2)c(OC)c1	0.2	-5	2.1	2	-3	-2	-3.0	0.5	-2	-10
O=C(COc1ccc(-c2ccccc2)cc1)Nc1cccnc1	0.8	6	3.5	-12	-2	-6	-0.7	-2.6	8	7
CS(=O)(=O)N1CCn2c1nc1ccccc12	1.0	8	1.6	-6	2	14	-0.5	-3.9	-2	-1
O=[N+]([O-])c1ccc(P(=O)(Cc2ccccc2)c2ccccc2O)cc1 (configuration not stated)	-2.4	-18	1.4	-10	-2	-12	-2.3	-0.8	0	1
CN(C)c1ccc(Nc2nc(N)c3ccccc3n2)cc1	1.2	-4	1.8	-8	0	60	3.5	2.5	0	1
Cc1ccc(C(=O)NC(=S)Nc2ccc(Oc3ccc(Cl)cc3)cc2)cc1	3.6	8	2.1	-3	-2	10	1.7	0.1	nt	0
Cc1ccc(/C=C/C(=O)CCC(=O)O)cc1	2.7	-9	6.1	-9	-1	7	-0.9	-0.5	1	-4
COc1ccc(Cn2c(CCCO)nc3ccccc32)cc1OC	2.2	0	1.7	-6	3	-22	0.5	-0.8	nt	-9
O=C(NC(=S)Nc1ccc2oc(-c3ccncc3)nc2c1)c1ccccc1F	3.8	1	3.5	-7	-3	-1	2.8	-0.7	-1	1
Cc1ccc([N+](=O)[O-])cc1NC(=O)Cc1ccc(F)cc1	-0.2	-2	0.6	6	0	-32	-0.5	-1.3	0	-16
COc1ccc(NC(=S)N/N=C/c2cccn2Cc2ccccc2F)cc1	-1.5	-8	0.1	-7	-1	3	-3.5	0.2	-2	-3
CCOc1ccccc1NC(=O)/C=C/c1ccccc1[N+](=O)[O-]	3.2	-1	2.6	-2	-2	-6	-0.6	-2.5	nt	-16
CCOC(=O)C(NC(=O)CC)(Nc1cc(C)on1)C(F)(F)F (configuration not stated)	4.6	-6	3.2	-19	0	20	0.4	0.5	nt	-2

Quoted at random: five compounds from above, in no set order.
SMILES	AddAB inh	Tat transport	phage Ecoli inh	PvdQ inh	DAGLB inh	PfHsp90 yeast 2	Ecoli viability	CAL PDZ inh	Wnt act	Rtt109 Vps75
CN(C)c1ccc(Nc2nc(N)c3ccccc3n2)cc1	1.2	-4	1.8	-8	0	60	3.5	2.5	0	1
Cc1ccc([N+](=O)[O-])cc1NC(=O)Cc1ccc(F)cc1	-0.2	-2	0.6	6	0	-32	-0.5	-1.3	0	-16
COc1ccc(NC(=S)N/N=C/c2cccn2Cc2ccccc2F)cc1	-1.5	-8	0.1	-7	-1	3	-3.5	0.2	-2	-3
Cc1ccc(S(=O)(=O)NCCC(=O)N2CCN(S(=O)(=O)c3ccccc3)CC2)cc1C	3.1	5	4.8	-2	-5	nt	0.1	-2.7	-3	8
CC(=O)/C(=N\Nc1ccc(C)cc1)Sc1nncn1C	-0.6	-8	1.8	-9	-1	-1	-1.0	-0.4	0	-3

(next part)
SMILES	AddAB inh	Tat transport	phage Ecoli inh	PvdQ inh	DAGLB inh	PfHsp90 yeast 2	Ecoli viability	CAL PDZ inh	Wnt act	Rtt109 Vps75
CCC(=O)Nc1ccc(C(=O)N/N=C/c2ccc([N+](=O)[O-])cc2)cc1	0.3	2	0.2	-10	-2	-6	2.1	-0.9	-5	4
CCc1cccc2c(C(=O)CN3C(=O)NC4(CCCCC4)C3=O)c[nH]c12	-1.9	-3	4.4	-5	1	48	-0.4	-4.9	5	-2
Cc1cc(N2CCOCC2)n2nc(C)c(-c3ccccc3)c2n1	2.4	-5	2.7	10	-3	-117	-1.8	0.6	3	-15
C=CCNC(=O)/C=C/c1c(F)cccc1Cl	1.7	-8	4.8	0	-3	7	1.4	0.0	nt	3
COc1ccc(C(=O)C2CCCN(S(=O)(=O)c3ccc(C(C)=O)cc3)C2)c(C)c1 (configuration not stated)	-0.4	2	1.7	-10	-3	0	-3.1	-1.9	-6	1
O=C(Cn1nc(-c2ccccc2Cl)ccc1=O)Nc1ccccc1-c1ccccc1	2.1	-4	0.5	28	-1	nt	-0.8	-1.6	0	2
COc1ccc(N(CC(=O)NC2CCCCC2)C(=O)CCC(=O)Nc2nc(C)cs2)cc1	1.6	-5	1.8	-4	3	6	-2.0	-2.6	2	-5
COC(=O)CN(c1ccccc1)S(=O)(=O)c1cc(Br)ccc1OC	-1.0	5	2.3	-13	-2	-11	1.3	-0.9	-1	-1
CCCCCN(C(=O)CCC(=O)OCC(=O)N(CC)c1ccccc1)c1c(N)n(CCCC)c(=O)[nH]c1=O	1.4	5	2.4	-16	3	-16	3.0	0.6	2	10
O=C(N/N=C/c1cccnc1)c1[nH]ncc1Br	1.0	-6	0.0	-30	1	20	0.8	-0.2	14	-7
CCOCCn1c(N2CCCC2)nc2c1c(=O)n(C)c(=O)n2C	4.5	-9	1.0	-13	-5	-3	0.7	0.0	-3	-6
CCCN1CCC(Oc2cccc(C(=O)NCCc3ccccc3)c2)CC1	2.3	-11	1.8	-9	-1	6	1.0	-2.4	14	5
CCOC(=O)CN1CCc2c(C)nc3c(-c4ccc(OC)c(OC)c4)cnn3c21	3.6	-4	1.8	-11	5	-12	0.5	0.0	nt	-26
CCCN1CCN(C(=O)c2ccc3nc(CC)c(CC)nc3c2)CC1	0.1	13	2.1	-3	2	1	1.1	-1.5	2	7
COc1ccccc1N=CC=C1OC(C)(C)C(C)(C)O1	1.5	-7	0.9	1	-1	-18	2.6	-0.8	-1	-4

An unsorted share of the library; about 1.9% have a hit in one of these screens.
